BB579 growth dn: chemicals that inhibit yeast BB579 growth in restrictive medium (lifespan-shortening candidates); S. cerevisiae BB579 growth, OD615, 48 h; inhibition, % at 10 µM; 140,000 compounds, 0.51% hits; AID 804;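 active = inhibition above a set limit, 3 SD over the mean compound inhibition, cut at about 44% in these data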; note: inactives centre near -24
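Material: Saccharomyces cerevisiae DeaD strain BB579, replicative lifespan model yeast; buffer or medium: CSMM-D restrictive synthetic medium containing dextrose (glucose); compound: 10 µM single dose, DMSO 0.25%; timing: 48 h compound exposure at 30 °C after 4 h preincubation; signal: turbidity as optical density at 615 nm; benchmarks: positive control amphotericin B 10 µg/mL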
Phagocytosis inh: inhibitors of macrophage phagocytosis; J774A.1 macrophage IgG-bead phagocytosis, imaging; inhibition, % at 5 µM; 110,000 compounds, 0.07% hits; AID 1029;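 active = inhibition above the mean of the plate negative controls plus 5 SD, cut at about 13% in these data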;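 note: phagocytic index as fraction of beads internalized from green versus red external bead signal; plate controls were DMSO negative control for no effect and cytochalasin-D positive control for full effect; some results beyond the cut were filed as inactive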
bCat KO growth: beta-catenin-lacking colon tumor cell growth suppression; HCT116 beta-catenin knockout viability, CellTiter-Glo, 60 h; stronger effect = lower value; 140,000 compounds, 1.5% hits; viability, % at 10 µM;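 active = viability at or under a set limit, the compound median less 4 SD, cut at about 6% in these data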;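 note: 0% = Hyamine 1622 control at 20 µM and 100% = untreated cell control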
PTEN del growth: suppresses growth of cells with PTEN deletion; 140,000 compounds, 1.2% hits; viability, % at 10 µM; HCT116 PTEN-null viability, CellTiter-Glo, 60 h; stronger effect = lower value; AID 827;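 active = viability at or below a set limit, 4 SD under the median of all tested compounds, cut at about 3.7% in these data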;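 note: PTEN knockout HCT116 line with beta catenin targeted HCT116 as companion control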
Measles CPE: protection of cells from measles virus; Measles virus-infected cells, CPE protection, absorbance; protection (pct of control), % at 4 µM; 140,000 compounds, 1.5% hits; AID 841; in the data active = protection mostly above about 24%, no sharp cut-off; inactive = mostly below about 26%; note: some compounds called inactive have numbers as strong as hits
GALR2 antag: antagonists of human galanin receptor 2 (GALR2). GALR2-expressing cells, antagonist mode. inhibition, % at 4 µM. 140,000 compounds, 0.39% hits; in the data active = inhibition above about 27%;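 note: cells stimulated with galanin 1-16 at roughly its EC80; 0% = agonist challenge control and 100% = basal control without agonist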
Target sequence (O43603 whole entry, looked up): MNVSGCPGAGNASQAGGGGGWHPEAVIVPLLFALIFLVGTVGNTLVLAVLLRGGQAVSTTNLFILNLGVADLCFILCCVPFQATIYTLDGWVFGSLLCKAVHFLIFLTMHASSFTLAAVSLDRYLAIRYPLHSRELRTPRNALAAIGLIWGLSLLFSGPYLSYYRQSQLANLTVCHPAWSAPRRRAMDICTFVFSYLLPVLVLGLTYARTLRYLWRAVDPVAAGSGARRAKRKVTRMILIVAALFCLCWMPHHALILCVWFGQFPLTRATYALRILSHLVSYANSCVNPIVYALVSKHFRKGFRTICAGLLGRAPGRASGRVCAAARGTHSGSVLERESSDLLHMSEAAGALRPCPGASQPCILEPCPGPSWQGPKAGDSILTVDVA
MRP-1 activ: activates MRP-1 | H69AR cells + doxorubicin, viability rescue, CellTiter-Glo | viability increase, % at 10 µM | 140,000 compounds, 0.61% hits;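 active = viability gain under doxorubicin at or above a set limit, the compound median plus 3 SD, cut at about 4.7% in these data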;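 note: MRP-1 overexpressing cells given doxorubicin 25 µM after compound pretreatment; 18-22 h compound pretreatment then 72 h with doxorubicin before readout; 0% = doxorubicin-only wells and 100% = vehicle-treated cells without doxorubicin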
E-sel TNF inh: TNF alpha driven E-selectin expression inhibition; HUVEC TNFa-induced E-selectin immunofluorescence, high content; inhibition, % at 2 µM; 120,000 compounds, 0.71% hits;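 active = inhibition above the batch mean plus 3 SD, and confirmed as a hit on visual image review, cut at about 43% in these data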;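 note: 0% = TNF-stimulated DMSO wells and 100% = unstimulated control wells; not every result past the cut was called active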
Yeast lifespan up: yeast lifespan extension. S. cerevisiae growth with nicotinamide, OD615; deaD strain in restrictive glucose medium. inhibition of the nicotinamide effect, % at 10 µM. 130,000 compounds, 0.68% hits;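 active = inhibition above a set limit, placed 3 SD over the median of all compounds, cut at about 26% in these data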;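 note: 0% = nicotinamide-treated wells and 100% = cells grown without nicotinamide; some compounds called inactive have numbers as strong as hits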
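Assay system: engineered S. cerevisiae DeaD replicative-lifespan strain, galactose-grown log-phase cells; Buffer or medium: CSMM-D glucose medium, restrictive; Probe or stimulus: nicotinamide 1.5 mM; Compound: single dose 10 µM compound, 0.25% DMSO; Schedule: 4 h preincubation then 48 h treatment at 30 °C; Technique: OD615 measurement.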
NPY Y2 blocker: blocks the human neuropeptide Y Y2 receptor | P49146 | NPY-Y2 expressing cells, antagonist mode | inhibition, % at 2.7 µM | 140,000 compounds, 0.99% hits | AID 793; in the data active = inhibition above about 17%;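 note: 0% = vehicle with agonist challenge and 100% = reference antagonist with challenge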
Target sequence (P49146 whole entry, looked up): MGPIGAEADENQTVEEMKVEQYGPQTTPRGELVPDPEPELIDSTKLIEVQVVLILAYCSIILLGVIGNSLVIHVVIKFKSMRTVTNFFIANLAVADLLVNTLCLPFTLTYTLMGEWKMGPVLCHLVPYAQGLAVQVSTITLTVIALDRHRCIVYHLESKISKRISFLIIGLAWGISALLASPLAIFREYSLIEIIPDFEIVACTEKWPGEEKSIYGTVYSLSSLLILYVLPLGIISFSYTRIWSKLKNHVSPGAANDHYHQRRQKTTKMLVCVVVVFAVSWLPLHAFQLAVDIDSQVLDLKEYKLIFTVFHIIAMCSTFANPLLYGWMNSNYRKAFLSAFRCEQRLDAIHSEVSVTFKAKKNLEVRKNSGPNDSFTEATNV
Starred values were filed as active, the others as inactive; . = no result given.

SMILES	BB579 growth dn	Phagocytosis inh	bCat KO growth	PTEN del growth	Measles CPE	GALR2 antag	MRP-1 activ	E-sel TNF inh	Yeast lifespan up	NPY Y2 blocker
CC(=N)C1=C(O)CC(C)(C)CC1=O	-15	1	102	96	17	8	-1.4	2	4	3
Cc1cccc(COCC(Cc2ccccc2)N2CCN(C(=O)c3ccc(Cl)c(Cl)c3)CCC2=O)c1 (stereo unspecified)	-35	.	82	69	2	11	-3.5	-38	16	11
C/C=C/Cn1c(N2CCCCCC2)nc2c1c(=O)[nH]c(=O)n2C	6	.	98	95	8	-3	0.0	74*	137*	-1
O=C(OCC(=O)c1ccc(Cl)cc1Cl)c1ccc2c(c1)C(=O)N(c1cccc3ncccc13)C2=O	-20	0	89	89	25	-5	-2.8	-27	-14	1
O=C1CC(N2CCN(S(=O)(=O)c3ccc(Cl)cc3)CC2)C(=O)N1CCc1ccccc1 (stereo unspecified)	-17	.	79	81	2	3	-2.2	8	-4	-3
CC(C)Oc1ccc(/C(O)=C2/C(=O)C(=O)N(Cc3cccnc3)C2c2ccco2)cc1 (stereo unspecified)	13	.	83	82	3	1	-2.3	-34	-17	5
Cc1c(CNC(=O)c2cnn3c2NC(c2ccc(Br)cc2)CC3C(F)(F)F)cnn1C (stereo unspecified)	-35	1	74	75	1	-2	2.1	15	-8	4
Cc1ccc(C2(O)CN(c3ccccc3)C3=[N+]2CCS3)cc1 (stereo unspecified)	-15	5	103	94	6	-2	-1.5	8	7	11
CCn1c(=O)[nH]c2cc(C(=O)N3CCN(c4ccccc4)CC3)ccc2c1=O	-5	-3	94	95	5	11	-1.8	-59	7	1
COc1ccc(/C=N/NC(=O)c2cc(C34CC5CC(CC(C5)C3)C4)[nH]n2)cc1OC	-27	.	97	109	16	-7	-1.7	-20	-4	3
O=c1[nH]n(-c2cccc(Cl)c2)c2ncccc12	-64	.	86	95	35	-2	-2.4	21	-19	8
CN(C)c1ccc(S(=O)(=O)c2ccc(Cl)cc2)cc1	-12	1	96	93	6	1	-2.7	.	71*	0
CCCCCn1cnc2sc(CC)cc2c1=O	-14	7	95	101	25	7	0.1	.	-4	1
CC(C)(C)NC(=O)c1cccc(NC(=O)CSc2ccccc2)c1	-13	.	92	82	6	-16	-1.2	11	-19	2
OCCNCc1cc(Br)ccc1OCc1ccc(Cl)cc1	-27	.	62	67	10	6	-2.2	-13	-6	12
COc1ccc(C(=O)Nc2oc(-c3ccccc3)c(-c3ccccc3)c2C#N)cc1OC	-42	0	93	86	12	-6	0.2	.	-3	2
COc1ccc(-c2nnc(NC(=O)c3ccc(F)cc3)o2)cc1	9	0	21	15	5	-4	1.2	-9	-8	8
COc1ccccc1NC(=S)N1CCN(Cc2ccc3c(c2)OCO3)CC1	-14	-1	87	97	2	-18	-2.6	.	2	3
CCCC(=O)Oc1ccccc1C1SCc2cc(C)c(C)cc2CS1	-28	0	86	86	18	-8	-2.4	-25	2	6
O=C1CCCC2=C1C(c1ccncc1)c1c(nc(SCc3ccccc3Cl)[nH]c1=O)N2 (stereo unspecified)	-17	9	110	100	7	-4	-0.9	9	-9	2
CCOC(=O)c1sc2nc(C)n(CC(=O)NCC3CCCO3)c(=O)c2c1C (stereo unspecified)	-37	.	83	87	3	-2	-2.3	.	-10	4
Cc1cc(N2CCOCC2)c2c(N)cc(C)c(C)c2n1	-1	1	82	89	12	-7	-3.0	14	4	10
Cc1noc(C)c1COC(=O)C1(c2cccc(F)c2)CCCC1	-48	0	84	86	9	-1	-0.8	-15	-4	4
O=C1C(Cl)=C(N2CCCCC2)C(=O)N1Cc1ccccc1	4	.	97	93	20	16	-0.6	.	9	2
O=C(CCn1c(=O)c2ccccc2n(Cc2cccnc2)c1=O)NCc1ccc2c(c1)OCO2	-49	-2	101	100	13	4	-0.9	-1	2	6

Entries above printed as active in Yeast lifespan up.
| structure | BB579 growth dn | Phagocytosis inh | Measles CPE | GALR2 antag | E-sel TNF inh | Yeast lifespan up | NPY Y2 blocker |
| --- | --- | --- | --- | --- | --- | --- | --- |
| C/C=C/Cn1c(N2CCCCCC2)nc2c1c(=O)[nH]c(=O)n2C | 6 | . | 8 | -3 | 74* | 137* | -1 |
| CN(C)c1ccc(S(=O)(=O)c2ccc(Cl)cc2)cc1 | -12 | 1 | 6 | 1 | . | 71* | 0 |

Back to the main list with the two entries that preceded the break.
SMILES	BB579 growth dn	Phagocytosis inh	bCat KO growth	PTEN del growth	Measles CPE	GALR2 antag	MRP-1 activ	E-sel TNF inh	Yeast lifespan up	NPY Y2 blocker
O=C1C(Cl)=C(N2CCCCC2)C(=O)N1Cc1ccccc1	4	.	97	93	20	16	-0.6	.	9	2
O=C(CCn1c(=O)c2ccccc2n(Cc2cccnc2)c1=O)NCc1ccc2c(c1)OCO2	-49	-2	101	100	13	4	-0.9	-1	2	6
CNC(=S)N1CCN(c2ccc(OC)cc2)CC1	-46	.	107	101	4	-1	0.1	-46	10	4
CCCc1nn(C)c(C(=O)Nc2ccccc2)c1Cl	-11	-8	97	101	6	1	0.0	4	-7	1
COc1ccccc1NC(=O)c1nn(-c2cccc(C(F)(F)F)c2)ccc1=O	-45	.	107	97	22	-5	-2.0	-7	-25	1
N#CC1=C(N)Oc2ccccc2C12C(=O)Nc1n[nH]c(-c3ccccc3)c12 (stereo unspecified)	-11	-2	94	101	10	-14	-3.2	5	0	0
COC(=O)c1ccccc1NC(=O)CN(c1ccccc1)S(=O)(=O)N(C)C	-20	.	81	94	10	7	-4.6	-12	.	2
S=C(Nc1ccc(Br)cc1)NC1CCCC1	-30	2	83	85	7	5	-1.3	.	-1	1
COc1ccc(C2C(C(=O)N3CCCC3)c3cc(OC)c(OC)cc3C(=O)N2C)cc1OC (stereo unspecified)	-35	-1	101	103	17	0	-0.5	-23	-11	1
CC(O)CN(Cc1cccc(Cl)c1)CC(C)O (stereo unspecified)	-10	-2	90	103	12	1	-1.1	5	-12	1
CCn1nnnc1NCc1cccn1C	-18	-1	98	100	4	11	-1.4	0	-8	3
Cc1ccc(SCc2nnc(N)s2)cc1	-38	.	85	93	15	4	-3.7	-36	-4	2
CC(=O)c1ccccc1NC(=O)COC(=O)c1ccccc1NC(=O)c1ccccc1	-17	-8	87	92	25	3	-2.8	-8	2	11
CC(C)(C)S(=O)(=O)c1cnc2c(-c3ccc(Cl)cc3)cnn2c1N	-62	.	2.6*	1.7*	2	-5	-5.1	0	-12	2
O=C(NCC1CCCO1)c1ccc(CS(=O)(=O)Cc2ccc(F)cc2)o1 (stereo unspecified)	-31	.	101	103	5	2	-0.7	.	-10	2
CCN1CCN(C(c2ccc(OC)c(OC)c2)c2nnnn2C(C)(C)C)CC1 (stereo unspecified)	0	-2	97	97	2	5	-2.1	-4	-5	3
CCCCSc1nc(N)c(NC(=O)c2ccco2)c(=O)[nH]1	33	-1	97	95	20	0	-1.1	11	-5	2
COc1ccc(NC(=O)COC(=O)CCCN2C(=O)c3ccccc3C2=O)cc1Cl	-41	-6	85	99	2	9	-0.6	.	2	3
CC1CCCCC1NC(=O)Cn1c(CN2CCCCC2)nc2ccccc2c1=O (stereo unspecified)	-27	-1	62	67	7	8	-4.5	-102	-24	11
CCc1c(C)sc(NC(=O)c2ccco2)c1C(=O)N1CCOCC1	-52	1	97	103	2	3	-1.5	3	5	1
CNS(=O)(=O)c1ccc2c(c1)NC(=O)C1CCCN21 (stereo unspecified)	-30	-8	94	85	7	-2	0.5	.	-1	1
CC(C)(C)c1nnc(N/N=C/c2ccccc2)n(N)c1=O	-31	-9	87	99	4	6	2.3	.	1	3
CCc1nnc(NC(=O)c2sc3nc4c(cc3c2N)CCCCC4)s1	-18	0	92	98	20	4	1.9	.	2	1
Cc1nn(-c2ccccc2)c2sc(C(=O)N3CCOCC3)cc12	-10	.	84	79	11	0	-3.7	-6	-8	1
Cn1c(-c2ccc(F)cc2)cnc1SCC(=O)Nc1ccccc1N1CCOCC1	-41	0	84	80	11	-10	-0.6	-3	-2	2
Cc1ccc(C)c(OCC(=O)Nc2ccc3c(c2)OCO3)c1C	-31	0	70	71	3	0	-1.5	-2	-14	14
COC(=O)Nc1nc2c(C)cccc2s1	9	-3	82	88	10	18	-3.2	-10	-7	1

Compounds shown so far that have two or more sulfur atoms:
SMILES	BB579 growth dn	Phagocytosis inh	bCat KO growth	PTEN del growth	Measles CPE	GALR2 antag	MRP-1 activ	E-sel TNF inh	Yeast lifespan up	NPY Y2 blocker
CCCC(=O)Oc1ccccc1C1SCc2cc(C)c(C)cc2CS1	-28	0	86	86	18	-8	-2.4	-25	2	6
Cc1ccc(SCc2nnc(N)s2)cc1	-38	.	85	93	15	4	-3.7	-36	-4	2
CCc1nnc(NC(=O)c2sc3nc4c(cc3c2N)CCCCC4)s1	-18	0	92	98	20	4	1.9	.	2	1

Quoted at random: 3 entries already listed.
SMILES	BB579 growth dn	Phagocytosis inh	bCat KO growth	PTEN del growth	Measles CPE	GALR2 antag	MRP-1 activ	E-sel TNF inh	Yeast lifespan up	NPY Y2 blocker
Cn1c(-c2ccc(F)cc2)cnc1SCC(=O)Nc1ccccc1N1CCOCC1	-41	0	84	80	11	-10	-0.6	-3	-2	2
CC(C)(C)S(=O)(=O)c1cnc2c(-c3ccc(Cl)cc3)cnn2c1N	-62	.	2.6*	1.7*	2	-5	-5.1	0	-12	2
Cc1nn(-c2ccccc2)c2sc(C(=O)N3CCOCC3)cc12	-10	.	84	79	11	0	-3.7	-6	-8	1

(continued)
SMILES	BB579 growth dn	Phagocytosis inh	bCat KO growth	PTEN del growth	Measles CPE	GALR2 antag	MRP-1 activ	E-sel TNF inh	Yeast lifespan up	NPY Y2 blocker
N#CCCN(C(=O)CSc1nc(-c2ccccc2)cn1N)c1ccc(F)cc1	-15	-2	105	94	2	-6	-3.0	2	-6	-1
Cc1[nH]n(-c2ccccc2)c(=O)c1/C=N\NC(=O)C1COc2ccccc2O1 (stereo unspecified)	-35	-5	69	61	6	2	3.0	-5	1	13
COCCn1nnnc1C(C(C)C)N(Cc1ccccc1)Cc1cc2cc(OC)ccc2[nH]c1=O (stereo unspecified)	-10	-3	57	44	10	11	-4.7	4	0	0
Cc1ccc(-c2n[nH]c(=S)n2-c2ccccc2)cc1	-2	.	93	109	19	-4	-2.0	-4	.	3
COc1ccc(OC)c(NC(=O)CSc2nc3c(c(=O)n(C)c(=O)n3C)n2C)c1	-1	-1	77	91	5	7	-1.0	-14	-4	0
COc1ccc2c(C)cc(SCC(=O)Nc3ccc(Cl)cn3)nc2c1	-14	3	88	82	5	13	-3.0	.	-4	2
O=C(c1ccc(Cn2c(=O)[nH]c3ccccc3c2=O)cc1)N1CCN(c2ccc(F)cc2)CC1	-48	1	44	57	8	-2	1.0	-9	-20	-5
OC(CN1CCOCC1)C12CC3CC(CC(C3)C1)C2 (stereo unspecified)	-4	0	94	103	14	2	-2.4	2	-7	2

Screening results (PubChem)
